Screens as filed in PubChem.
GPR151 ag: activators of human GPR151, primary screen, cell-based, PathHunter beta-arrestin, luminescence | PathHunter beta-arrestin GPR151 cells | activation, % at 11.2 µM | 650,000 tested, 1% active | AID 1508602, 2020; in the data active means activation above about 4.9%;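 further: 0% = median of compound wells and 100% = cells with positive control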
Target sequence (Q8TDV0 whole entry, looked up): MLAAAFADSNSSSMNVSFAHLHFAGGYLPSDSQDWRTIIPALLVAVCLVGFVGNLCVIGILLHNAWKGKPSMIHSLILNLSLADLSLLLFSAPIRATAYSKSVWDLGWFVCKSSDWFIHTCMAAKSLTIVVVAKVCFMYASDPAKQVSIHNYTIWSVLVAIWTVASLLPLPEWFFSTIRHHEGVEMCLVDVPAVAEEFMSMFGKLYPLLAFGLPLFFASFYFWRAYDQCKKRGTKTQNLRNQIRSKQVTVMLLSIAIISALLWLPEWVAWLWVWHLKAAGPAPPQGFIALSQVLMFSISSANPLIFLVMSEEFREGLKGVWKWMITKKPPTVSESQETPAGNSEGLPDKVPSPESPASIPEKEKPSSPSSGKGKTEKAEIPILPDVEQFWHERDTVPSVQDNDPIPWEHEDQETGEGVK
FBW7 activator: FBW7 E3 ligase activators, primary screen, biochemical, AlphaScreen, human; F-box/WD repeat-containing protein 7 (Homo sapiens), Q969H0; normalized activity (activation), % at 26.1 µM; AlphaScreen FBW7–phospho-cyclin E peptide binding, activator screen; 650,000 tested, 0.13% active; in the data active means normalized activity above about 1.9%;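 further: purified mutant Fbw7 with reduced substrate affinity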
TEAD-YAP inh: TEAD-YAP interaction inhibition, primary screen, TEAD-YAP interaction inhibitor project, luminescence, HEK-TIYL cells; inhibition, % at 9.12 µM; AID 1259422, 2018; 640,000 tested, 1.4% active; TEAD-Gal4/YAP UAS-luciferase luminescence; in the data active means inhibition above about 32%;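 further: 0% = median of test compound wells and 100% = reference inhibitor wells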
MITF primary: MITF inhibitors, primary screen, biochemical, AlphaScreen, human; Microphthalmia-associated transcription factor (Homo sapiens), O75030; AlphaScreen MITF homodimerization, bead proximity signal; inhibition, % at 2.6 µM; 650,000 tested, 0.91% active; AID 1259374, 2018; in the data active means inhibition above about 50%;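 further: 0% = vehicle wells with protein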
Target sequence (O75030 whole entry, looked up): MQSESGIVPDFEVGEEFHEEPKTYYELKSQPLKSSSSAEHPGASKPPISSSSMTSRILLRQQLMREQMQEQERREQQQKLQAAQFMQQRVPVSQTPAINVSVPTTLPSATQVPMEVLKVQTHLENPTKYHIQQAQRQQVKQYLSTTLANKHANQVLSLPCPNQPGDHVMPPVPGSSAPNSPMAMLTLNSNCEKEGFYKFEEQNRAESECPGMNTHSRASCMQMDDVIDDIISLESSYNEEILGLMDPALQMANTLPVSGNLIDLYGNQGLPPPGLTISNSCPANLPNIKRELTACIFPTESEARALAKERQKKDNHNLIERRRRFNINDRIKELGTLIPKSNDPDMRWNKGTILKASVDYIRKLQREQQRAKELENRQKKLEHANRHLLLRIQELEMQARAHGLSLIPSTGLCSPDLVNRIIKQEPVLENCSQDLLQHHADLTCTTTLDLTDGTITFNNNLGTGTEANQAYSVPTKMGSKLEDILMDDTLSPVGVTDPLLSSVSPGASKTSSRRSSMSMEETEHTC
* = called active by the depositor.

SMILES	GPR151 ag	FBW7 activator	TEAD-YAP inh	MITF primary
CC(C)(C)NCC(O)COCc1ccc(Cl)cc1 (stereo not drawn)	1.6	0.1	11	15
OC(C#CCCN1CCCCC1)(c1ccccc1)C1CCCCC1 (stereo not drawn)	-0.4	-0.1	-9	4
O=C(Nc1ccc(O)c(C(=O)O)c1)c1cc(=O)c2ccccc2o1	-4.3	-0.1	-6	10
O=C(CSc1ccc2nnc(-c3ccc(F)cc3)n2n1)N1CCCCC1	0.0	0.0	-1	6
COCCCNC(=O)CCNC(=O)c1cc(OC)c(OC)c(OC)c1	0.0	0.1	6	11
CCOc1ccc(N=Cc2c(C(=O)O)[nH]c3ccccc23)cc1	-0.7	0.5	9	10
Cc1ccc(OCC(=O)O/N=C(\N)Cc2ccc([N+](=O)[O-])cc2)c(Br)c1	0.3	0.0	14	7
Cc1cc(C(=O)CSc2nnc(NCc3ccccc3)s2)c(C)n1C	2.4	-0.2	14	-5
CCOc1ccc(C(=O)NC2CCN(S(=O)(=O)c3ccccc3)CC2)cc1	0.1	0.0	6	9
O=c1oc2ccc(Cl)cc2cc1-c1nnc(-c2cccc(F)c2)o1	0.3	0.1	-1	-14
O=C(CN1C(=O)C2C3CCC(C3)C2C1=O)Nc1ccccc1 (stereo not drawn)	-0.4	0.2	-4	7
Oc1ccc(CCNc2nc(N3CCC(N4CCOCC4)CC3)nc3c2ncn3-c2ccsc2)cc1	0.5	0.0	-5	1
Cc1cc2n(n1)C(c1ccco1)Nc1ccccc1-2 (stereo not drawn)	0.3	0.1	-5	11
COc1ccc(CCNc2nc(SCc3ccc(Cl)cc3)nc3ccccc23)cc1OC	0.8	-0.1	-10	-2
O=C1NC(=O)N(c2ccc(F)cc2)C(=O)/C1=C\c1ccc(OC(=O)c2ccco2)cc1	0.0	0.1	-5	9
CCN(CC)C(=O)C1CCCN(Cc2nc(N)c3ccc(Cl)cc3n2)C1 (stereo not drawn)	-0.1	-0.1	6	1
CN1C(=O)CC(CC(=O)N2CCN(C3CCCCC3)C(=O)C2)(c2cccc(F)c2)C1=O (stereo not drawn)	-0.3	0.2	-49	4
CC(C)Oc1ccc(C(=O)OCC(=O)Nc2cc(C(N)=O)cc(C(N)=O)c2)cc1	0.2	0.1	-4	1
Cc1cc(/C=C2\C(=O)NC(=S)N(c3ccccc3)C2=O)c(C)n1-c1ccncc1	-0.9	-0.3	14	-1
O=c1ccc2ccc(OCCOc3ccc4ccc(=O)oc4c3)cc2o1	-1.0	0.9	6	17

The list goes on, starting with the last 3 of the part before.
SMILES	GPR151 ag	FBW7 activator	TEAD-YAP inh	MITF primary
CC(C)Oc1ccc(C(=O)OCC(=O)Nc2cc(C(N)=O)cc(C(N)=O)c2)cc1	0.2	0.1	-4	1
Cc1cc(/C=C2\C(=O)NC(=S)N(c3ccccc3)C2=O)c(C)n1-c1ccncc1	-0.9	-0.3	14	-1
O=c1ccc2ccc(OCCOc3ccc4ccc(=O)oc4c3)cc2o1	-1.0	0.9	6	17
OC1(c2cccnc2)CCN(CCOc2ccccc2)CC1	-0.4	0.1	-3	-7
O=C(Nc1ccc(F)cc1)NC1(C(=O)NCc2ccc3c(c2)OCO3)CCCCC1	0.2	1.3	-2	11
CC(C)(C)c1csc(NC(=O)c2ccccc2O)n1	0.6	0.2	6	19
O=C(Nc1nnc(N2CCCC2)s1)Nc1ccccc1C(F)(F)F	2.7	-0.2	-23	-4
CN1C(=O)C(C)(C)c2cc(S(=O)(=O)N(C)CC(=O)NC3CCCCC3)ccc21	-0.2	-0.1	9	11
C/C(=C1\N=C(c2c(F)cccc2F)OC1=O)N(C)C	1.4	0.0	-4	-1
CC1CCCC(C)N1C(=O)CSc1nnc(NC(=O)c2ccc(F)cc2F)s1 (stereo not drawn)	2.0	-0.1	-6	9
O=S(=O)(c1cccc(-c2nnc3n2CCCCC3)c1)N1CCCCC1	0.1	-0.2	-3	7
COc1ccc(CCNc2cc(N3CCOCC3)ccc2[N+](=O)[O-])cc1OC	2.2	0.0	10	14
CSc1ccccc1NC(=O)C1CC(c2cccc(Br)c2)=NO1 (stereo not drawn)	-0.2	-0.1	-1	6
CN(CC(=O)Nc1ccc(C(F)(F)F)cc1)CC(=O)Nc1cccc(F)c1	-0.4	0.0	9	10
O=C(Nc1ccc(-c2noc(-c3ccccc3Br)n2)cc1)c1ccncc1	0.1	0.0	-6	1
COc1ccccc1-c1cnn2c(NCc3cccs3)ccnc12	0.4	1.1	-48	14
CCCC(=O)C1=C(N2CCCC2)CC(C)(C)CC1=O	-1.1	0.9	9	11
O=C1NC2=C(C(=O)N(CCO)C2)C(c2ccc(F)c(F)c2)N1 (stereo not drawn)	-0.8	0.1	5	11
CC(=O)OC(C)(C#CCN1CCOCC1)C(C)C (stereo not drawn)	3.7	-0.2	-2	0
Cc1ccc(S(=O)(=O)C(CNS(=O)(=O)c2ccc(F)c(C)c2)c2ccco2)cc1 (stereo not drawn)	0.1	-0.3	1	-2
CCN(CC)S(=O)(=O)c1cccc(C(=O)Nc2nnc(C)s2)c1	-1.5	0.5	1	-5
COc1ccc(CN2CCCCC2)c2ccccc12	3.3	0.5	26	-11
CC(C)C(c1nnnn1Cc1ccco1)N1CCN(C2CCCCC2)CC1 (stereo not drawn)	-1.2	0.1	6	-17
CCC(=O)Nc1ccccc1Nc1cc(C#N)c(C#N)cc1[N+](=O)[O-]	-1.0	0.0	-4	6
S=c1[nH]nc(-c2ccccc2)n1Cc1ccco1	0.3	-0.1	6	7
O=C(Nc1ccc(Oc2ccccc2)cc1)c1cncc(-c2ccccc2)c1	-1.2	-0.1	-2	-6
O=C(CN(c1cccc(Cl)c1)S(=O)(=O)c1ccc(Cl)cc1)N1CCOCC1	9.1*	-0.1	2	-3
Cc1ccccc1N1CCN(C2=NC(=O)/C(=C\c3ccccc3OC(C)C)S2)CC1	0.2	0.0	0	-1
Cc1ccc(S(=O)(=O)NC(C)C(=O)Nc2ccccc2C(=O)N2CCCC2)cc1 (stereo not drawn)	0.9	0.0	4	14
COc1cc(CN2CC(=O)N(c3cccc(Cl)c3C)C2=S)cc(OC)c1OC	0.1	-0.1	-5	11
Cc1[nH]c2ccccc2c1/C=C/c1nc2ccccc2c(=O)[nH]1	0.0	-0.5	-57	0
O=C(O)/C=C\C(=O)Nc1ccc(Nc2ccccc2)cc1	-0.8	-0.2	6	-1
Cc1ccc(CNc2c(-c3cnn(C)c3C)nc3cnccn23)cc1	1.0	0.2	-5	13
O/N=C(\Cc1ccccn1)c1ccccc1	0.0	-0.1	-2	-14
CSc1nnc2n(/N=C/c3cc([N+](=O)[O-])ccc3O)cnn12	-0.3	0.1	0	3
COc1ccc2c(c1)sc1ncc(C(=O)Nc3ccccc3SC)c(=O)n12	-0.7	1.2	-2	-10
CC1CCCCN1S(=O)(=O)c1ccc(C(=O)Nc2nc(-c3ccncc3)cs2)cc1 (stereo not drawn)	0.1	0.8	-8	6
COc1ccccc1NC(=O)CSC(N)=O	-1.1	0.2	-3	6
COCCN(CCNc1nc2ccccc2c2nc(-c3cccnc3)nn12)Cc1ccco1	-0.1	-0.5	29	-1
CCOC(=O)/C(C#N)=C(\O)c1ccc(NC(=O)c2cccs2)cc1	-2.8	0.2	-6	-7
O=C(NN1C(=O)c2ccccc2C1=O)c1cc(O)cc(O)c1	-1.1	0.5	5	9
O=C(NCc1cccs1)C1CC12CCN(C1CCSCC1)CC2 (stereo not drawn)	0.3	0.0	7	12
CSCCNC1CCN(c2ccc(NC(=O)c3ccc(C)cc3C)cc2)CC1	1.0	-0.1	3	6

2 successive compounds out of the list so far, for reference:
SMILES	GPR151 ag	FBW7 activator	TEAD-YAP inh	MITF primary
O=C(NCc1cccs1)C1CC12CCN(C1CCSCC1)CC2 (stereo not drawn)	0.3	0.0	7	12
CSCCNC1CCN(c2ccc(NC(=O)c3ccc(C)cc3C)cc2)CC1	1.0	-0.1	3	6

An excerpt from above with just MITF primary and GPR151 ag:
| Compound | MITF primary | GPR151 ag |
| --- | --- | --- |
| O=C(NN1C(=O)c2ccccc2C1=O)c1cc(O)cc(O)c1 | 9 | -1.1 |
| CCC(=O)Nc1ccccc1Nc1cc(C#N)c(C#N)cc1[N+](=O)[O-] | 6 | -1.0 |
| O=C(Nc1ccc(Oc2ccccc2)cc1)c1cncc(-c2ccccc2)c1 | -6 | -1.2 |
| COc1ccc2c(c1)sc1ncc(C(=O)Nc3ccccc3SC)c(=O)n12 | -10 | -0.7 |
| CSCCNC1CCN(c2ccc(NC(=O)c3ccc(C)cc3C)cc2)CC1 | 6 | 1.0 |

Next records
SMILES	GPR151 ag	FBW7 activator	TEAD-YAP inh	MITF primary
CNC(=O)CSCc1cc(C)cc(C)c1	1.1	-0.1	6	4
CSc1cccc(NC(=S)N(C)C)c1	-0.8	-0.1	-4	2
O=C1C2(CCC13COC(c1ccc(O)cc1)OC3)COC(c1ccc(O)cc1)OC2 (stereo not drawn)	-0.8	0.1	-3	-6
O=C(Nc1ccc2oc(Cc3ccc(Cl)cc3)nc2c1)c1ccc(Cl)c(Cl)c1	0.0	-0.1	16	1
COCc1ccc(C(=O)NCC2Cc3cccc(-c4ccc(S(C)(=O)=O)cc4)c3O2)o1 (stereo not drawn)	-1.0	0.2	6	17
CC(C)Oc1ccccc1CN1C(=O)C(=O)c2ccccc21	0.7	-0.2	9	11
O=C(NCCc1ccccc1)c1cnn2c1NC(c1cccs1)CC2C(F)(F)F (stereo not drawn)	0.6	0.1	-11	-4
O=C1c2ccccc2C(=O)N1CN(C(=O)c1cc2nc(-c3cccs3)cc(C(F)(F)F)n2n1)c1cccc(F)c1	0.5	-0.1	4	-4
CCOC(=O)c1c(N)sc(C(=O)N2CCCCC2)c1C	-1.1	0.2	-3	13
COC(=O)c1c(NC(=O)c2cc(-c3cccc(C)c3)nc3ccccc23)sc2c1CCCCC2	0.6	0.2	2	16
COc1ccc(-c2ccc(C(=O)N3CCN(C)CC3)c(N3CCOCC3)n2)cc1	0.0	-0.1	1	-5
O=C(CN1CCN(Cc2cccc(Cl)c2)C1=O)NC1CCCCC1	1.3	0.0	-3	0
CCN1CCN(CCCNc2nc(=S)[nH]c3ccccc23)CC1	-0.2	-0.5	-8	-11
C=C(C)Cn1c(-c2ccco2)n[nH]c1=S	-0.6	0.2	6	-6
CCc1cccc2c(C=O)cn(CC(=O)NCCOC)c12	-0.2	0.1	-9	4
COC(=O)C1=C(C)NC2=C(C(=O)CC(c3ccc(OC)c(OC)c3)C2)C1c1cccc(Oc2ccccc2)c1 (stereo not drawn)	-1.0	0.1	-15	0
CCc1cc(-c2nc(N)ncc2-c2ccc(Br)cc2)c(O)cc1OC	-0.3	0.0	-3	1
CS(=O)(=O)N(CC(=O)N1CCCCC1)c1ccccc1	-0.6	0.0	12	13
O=S(=O)(c1ccc2[nH]c3nc(SCc4cccc(F)c4)nnc3c2c1)N1CCOCC1	-0.2	-0.1	8	1
CC1CCN(C(=O)C2CCCCN2S(=O)(=O)c2cccc([N+](=O)[O-])c2)CC1 (stereo not drawn)	0.8	0.1	-8	17
Cc1ccc(NC(=O)c2ccc(OC(=O)c3ccc([N+](=O)[O-])cc3)cc2)cc1	-1.0	0.0	-21	11
CC(=O)c1cccc(-c2nccc(NC3CCN(Cc4ccccc4)CC3)n2)c1	1.1	-0.1	-7	4
Cc1ccc(NC(=O)CCC(=O)N2N=C(c3ccc(Br)cc3)CC2c2ccc(Br)cc2)c(C)c1 (stereo not drawn)	0.4	-0.1	-3	-4
Cc1nc(NCc2ccc(F)cc2)sc1-c1ccn(C)n1	-2.0	0.1	8	19
CC(C)N(CCNc1ncnc2nc(-c3ccc(C(=O)NC4CC4)cc3)[nH]c12)C(C)C	-0.7	-0.3	-16	15
COc1ccc(C(=O)N2CC3(C)CN(C(=O)c4ccc(OC)cc4)CC(C)(C2)C3=O)cc1	-0.2	0.1	4	-2
Cc1csc(SCC(=O)N2CCC(c3[nH]ncc3-c3ccccc3C)CC2)n1	0.4	0.0	-1	9
CCCc1nnc2sc(NC(=O)c3ccco3)nn12	0.1	-0.3	-7	-5
CSc1nc2sc3c(c2c(=O)n1C1CCCCC1)CCc1ccccc1-3	1.3	-0.1	0	6
COc1cccc(C2C=C(c3ccc(Br)cc3)Nc3nnnn32)c1 (stereo not drawn)	1.1	0.0	-5	-2
Cc1cc(NC(=O)c2ccccc2)n(-c2nc3ccccc3s2)n1	0.3	-0.1	5	-4
CCSc1nnc(-c2ccc(C)cc2)c2ccccc12	-1.2	0.0	3	0
CCOC(=O)c1c(NC(=O)C(C)Sc2nnc(CNC(=O)c3ccco3)n2Cc2ccccc2)sc2c1CCC2 (stereo not drawn)	-0.3	-0.1	5	8
CCC(Oc1ccccc1)C(=O)N1CCCC1 (stereo not drawn)	-1.5	-0.2	-2	-12
CC(C)(C)c1ccc(C(=O)N/C(=C/c2ccc(Br)cc2)C(=O)NN)cc1	-0.5	0.0	3	8
CC(C)n1cnc2cc(NCc3nc4ccccc4n3C)ccc21	-5.6	-0.2	8	4
COc1ccccc1-c1c(NC(=O)c2cccs2)n(C)c2ccccc2c1=O	1.3	-0.1	4	-14
O=C(CCCN1C(=O)CCC1=O)Nc1ccc(Cl)c(C(F)(F)F)c1	-0.7	-0.2	4	-19
